Neddylation inh – inhibitors of cullin neddylation, primary screen, biochemical, TR-FRET, uHTS, NAE and Ubc12; NEDD8-conjugating enzyme Ubc12 (Homo sapiens) + NEDD8-activating enzyme E1 regulatory …; calls only at 25 µM; 0.58% of 360,000 active; AID 651699, 2012; in the data active = inhibition above about 36%
Tb MetRS inh – T. brucei MetRS inhibitors, primary screen, biochemical, luminescence; purified T. brucei MetRS, ATP depletion, Kinase-Glo luminescence; 0.4% of 360,000 active; AID 624268, 2012; methionyl-tRNA synthetase (Trypanosoma brucei brucei); inhibition, % at 11.9 µM;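 active = inhibition above a per-plate cutoff of the control wells' mean inhibition plus 3 SD, cut at about 5.5% in these data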;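 note: 0% = DMSO wells median and 100% = median of wells with control inhibitor compound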
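technique = Kinase-Glo luminescence, ATP depletion format | system = purified MetRS (methionyl-tRNA synthetase) enzyme from Trypanosoma brucei | timing = 15 min preincubation, 2 h reaction, all 25 °C | evaluation = percent inhibition versus plate control medians | dosing = single dose, 11.9 µM final nominal, 0.9% final DMSO | also added = substrates ATP, L-methionine and bulk Escherichia coli tRNA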
SKN-1 block – suppressors of acrylamide-induced Pgst-4::GFP reporter in worms, primary screen, SKN-1 inhibitor project, whole organism, uHTS, GFP/RFP fluorescence ratio, strain VP596; inhibition, % at 21.8 µM; C. elegans VP596 Pgst-4::GFP/RFP ratio, 24 h; 0.49% of 360,000 active;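 active = interference check ratio from 0.5 to 1.5 plus GFP to RFP signal ratio inhibition reaching or exceeding a fixed threshold, cut at about 30% in these data, passing the limit was not always enough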; note: some compounds called inactive have numbers as strong as hits
STEP block – STEP phosphatase inhibitors, primary screen, biochemical, fluorescence intensity, uHTS. Tyrosine-protein phosphatase non-receptor type 5 (Homo sapiens), P54829. recombinant STEP, OMFP fluorogenic substrate. inhibition, % at 20 µM. 0.25% of 360,000 active. AID 588621, 2011;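 active = inhibition at 20 µM, scaled per plate between control wells, above about 37%, limit read from the data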;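 note: 0% = DMSO with enzyme and substrate and 100% = substrate only without enzyme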
Target sequence (P54829 whole entry, looked up): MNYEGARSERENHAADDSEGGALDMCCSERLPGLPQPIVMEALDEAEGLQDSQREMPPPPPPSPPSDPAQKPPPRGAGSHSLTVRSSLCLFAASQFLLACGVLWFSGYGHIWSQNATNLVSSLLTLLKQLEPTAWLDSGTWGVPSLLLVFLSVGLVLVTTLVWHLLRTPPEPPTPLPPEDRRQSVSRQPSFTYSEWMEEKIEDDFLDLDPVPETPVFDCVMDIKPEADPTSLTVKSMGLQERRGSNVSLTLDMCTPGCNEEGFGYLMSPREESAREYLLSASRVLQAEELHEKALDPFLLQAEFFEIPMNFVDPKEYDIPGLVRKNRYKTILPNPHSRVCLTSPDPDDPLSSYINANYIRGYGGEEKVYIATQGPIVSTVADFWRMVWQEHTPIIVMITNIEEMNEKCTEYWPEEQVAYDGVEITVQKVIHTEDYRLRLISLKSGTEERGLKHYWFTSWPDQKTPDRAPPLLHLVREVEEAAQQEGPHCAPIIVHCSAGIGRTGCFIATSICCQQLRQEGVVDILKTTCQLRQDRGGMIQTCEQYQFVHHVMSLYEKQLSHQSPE
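medium = Bis-Tris buffer pH 6.0, 2.5 mM DTT, 0.005% Tween 20 | test system = STEP (striatal-enriched tyrosine phosphatase) enzyme, cell-free | measure = normalized % inhibition | compound dosing = 20 µM, 1% DMSO | also added = 25 µM OMFP | schedule = reaction 20 min, ambient temperature | measured by = fluorescence read at 480 nm ex / 540 nm em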
DNMT1 inh – human DNMT1 methyltransferase inhibitors, primary screen, biochemical, molecular beacon, fluorescence, HinP1I cleavage, uHTS; 0.83% of 360,000 active; inhibition (reported as % activation of signal), % at 10 µM; AID 588458, 2011; in the data active = inhibition above about 50%
NRP1-CendR mod – modulators of CendR peptide binding to NRP-1, primary screen, biochemical, fluorescence polarization, uHTS | 0.85% of 360,000 active | FAM-RPARPAR peptide binding to NRP-1 | inhibition, % at 25 µM | Neuropilin-1 (Homo sapiens), O14786;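 active = inhibition or corrected inhibition above about 18%, plus a signal ratio from 0.5 to 1.5, limit read from the data, passing the limit was not always enough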; note: strong numbers were not always called active
NadD inh – inhibitors of S. aureus NadD, primary screen, biochemical, colorimetric, uHTS; Nicotinate-nucleotide adenylyltransferase NadD (Staphylococcus aureus N315); purified NadD enzyme, colorimetric absorbance read-out; inhibition, % at 20 µM; 0.78% of 360,000 active; AID 602399, 2012; in the data active = inhibition above about 26%; note: some compounds past the cut are filed as inactive
LMPTP inh – LMPTP phosphatase inhibitors, primary screen, biochemical, fluorescence intensity, uHTS | Low molecular weight phosphotyrosine protein phosphatase (Homo sapiens), P24666 | recombinant LMPTP-A, OMFP fluorogenic substrate | inhibition, % at 20 µM | 0.22% of 360,000 active | AID 651560, 2012;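 active = compounds that cut the enzyme signal by at least half of the control window in the single-dose screen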;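 note: plate controls were DMSO wells with enzyme plus substrate for no effect and substrate without enzyme for full effect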
Target sequence (P24666 whole entry, looked up): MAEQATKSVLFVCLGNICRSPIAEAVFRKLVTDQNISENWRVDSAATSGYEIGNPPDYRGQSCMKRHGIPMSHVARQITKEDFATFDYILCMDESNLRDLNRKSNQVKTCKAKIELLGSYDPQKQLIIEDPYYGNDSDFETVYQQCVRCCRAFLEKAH
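Assay system: LMPTP-A, protein tyrosine phosphatase of low molecular weight / Medium: pH 6.0 Bis-Tris buffer with DTT and Triton X-100 / Schedule: 50 min enzyme reaction at room temperature, protected from light / Measured by: endpoint fluorescence intensity from OMFP dephosphorylation / Read-out basis: % inhibition relative to no-enzyme and uninhibited control wells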
SUMO1-SIM PPI – modulators of SUMO1 protein-protein interactions, primary screen, biochemical, uHTS | Small ubiquitin-related modifier 1 (Homo sapiens), P63165 | SUMO1 binding to a labelled peptide, TR-FRET, 1 h | inhibition, % at 20 µM | 0.33% of 360,000 active; in the data active = inhibition above about 37%
Target sequence (P63165 whole entry, looked up): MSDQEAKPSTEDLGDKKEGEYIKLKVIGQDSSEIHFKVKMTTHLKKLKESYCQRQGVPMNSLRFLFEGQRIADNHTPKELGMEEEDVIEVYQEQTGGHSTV
Scp1 inh – Scp-1 phosphatase inhibitors, primary screen, biochemical, colorimetric, uHTS | Carboxy-terminal domain RNA polymerase II polypeptide A small phosphatase 1 (Homo … | Recombinant Scp1, phosphopeptide, malachite green phosphate absorbance | 0.88% of 340,000 active | inhibition, % at 20 µM | AID 493091, 2011;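 active = inhibition above about 50% at 20 µM, limit read from the data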;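 note: plate controls were DMSO wells with enzyme for no effect and wells lacking enzyme for full effect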
Target sequence (Q9GZU7 76-261 limits assumed): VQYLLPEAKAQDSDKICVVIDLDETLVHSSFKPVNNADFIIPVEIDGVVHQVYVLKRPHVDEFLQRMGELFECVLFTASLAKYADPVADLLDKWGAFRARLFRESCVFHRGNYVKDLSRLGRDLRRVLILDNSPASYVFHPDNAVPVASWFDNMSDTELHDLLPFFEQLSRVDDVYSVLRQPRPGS
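Material – SCP-1 phosphatase catalytic domain, residues 76-261 · Buffer or medium – Acidic Tris acetate buffer with magnesium and detergent · Also added – Phospho 17-mer peptide substrate · Compound – single 20 µM dose, 1% DMSO · Times – 45 min room-temperature reaction, 5 min colour, 30 min stabiliser · Technique – Phosphate-binding colour reagent, absorbance read at 630 nm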
* hit, by the source's call; i = inactive; nt = no result given.

SMILES	Neddylation inh	Tb MetRS inh	SKN-1 block	STEP block	DNMT1 inh	NRP1-CendR mod	NadD inh	LMPTP inh	SUMO1-SIM PPI	Scp1 inh
CC1(C(=O)NS(=O)(=O)C2CC2)CCCN(C(=O)Cc2ccc(F)cc2)C1 (centres undefined)	i	0.1	-10	0	1	5	2	-2.0	3	nt
Cc1occc1C(=O)Nc1ccc(S(N)(=O)=O)cc1	i	-0.4	5	-4	-3	0	-3	0.4	2	-26
CC(OC(=O)Cc1c(F)cccc1Cl)C(=O)NC1CCCCC1C (centres undefined)	i	-0.2	-1	2	10	1	-4	-0.5	-1	-1
COc1ccc(-c2csc(NC(=O)c3ccc(S(=O)(=O)N4CCc5ccccc5C4)cc3)n2)c(OC)c1	i	-0.4	-3	0	1	1	17	-0.6	-4	2
Cc1cccc(C)c1C(=O)N[C@@H](Cc1ccccc1)C(=O)O	i	0.7	7	2	5	-2	0	0.3	0	0
O=C(COC(=O)C1CC2CCCC(C1)C2=O)NC(=O)c1ccc(OC(F)F)cc1 (centres undefined)	i	-0.6	1	-2	1	-1	-2	-3.2	2	-2
O=C(Cc1ccc(F)cc1)NCCc1ccccc1	i	-0.5	9	1	6	4	-2	-0.8	2	-12
CC(C)Nc1nc(SCC(N)=O)nc(N2CCOCC2)n1	i	-0.4	16	3	5	4	-1	-2.7	0	-11
O=C(COc1ccccc1)OCc1cc2ccccc2[nH]c1=O	i	-1.0	-10	-2	0	3	-3	0.0	-3	-3
CCc1nn(CC(=O)NCCc2ccc(S(N)(=O)=O)cc2)c(=O)c2cc3sccc3n12	i	-0.4	-1	-2	1	1	3	1.2	-1	9
Cc1cc(C)c2[nH]c(=O)c(CN(Cc3nnnn3C3CCCC3)C3CCCCC3)cc2c1	i	-0.2	8	1	-1	17	-2	0.0	0	0
CC1COCC(C)N1C(=O)c1cccnc1 (centres undefined)	i	-0.1	1	-1	3	-9	3	-1.6	2	nt
CC(C)Cn1c(-c2ccco2)csc1=Nc1cccnc1	i	0.3	14	-1	-11	-14	12	1.3	-2	-2
Cc1cccc(-n2nc([N+](=O)[O-])c(=NC3CCN(Cc4ccccc4)CC3)n2O)c1	i	-0.1	10	1	-2	5	-1	-0.5	-37	-13
COc1cc(-n2nc(C)c3c2OC(N)=C(C#N)C3c2ccccc2)c(Cl)c(Br)c1O (centres undefined)	i	-1.6	6	-6	-10	-39	3	-2.3	24	-12
COc1ccc(NC(=O)CN(C)S(=O)(=O)c2ccccc2)cc1	i	0.0	-9	0	-1	9	-2	-0.9	-2	-4
O=C1c2ccccc2C(=O)C1Cc1cccc2ccccc12	i	0.5	-6	0	-12	12	-2	-0.2	-21	-4
CCOc1ccc(-n2ccnc2SCC(=O)Nc2cc(C)on2)cc1	i	0.5	-3	1	3	5	-8	-1.4	-1	-7
CCCCn1c(/N=C/c2ccccc2NS(=O)(=O)c2ccc(C)cc2)nc2ccccc21	i	2.1	-26	-4	-1	-18	-1	6.0	0	-7
O=C(CSc1nnc(-c2ccccc2F)n1C1CC1)NC(=O)c1cccc([N+](=O)[O-])c1	i	0.3	6	2	-1	-9	0	-0.7	-18	-2
CC(NC(=S)NC1CCCCC1)c1ccc(C(C)(C)C)cc1 (centres undefined)	i	-0.8	-6	2	0	11	-1	-0.3	-3	8
O=C(NC(CC(=O)N1CCN(c2ccc([N+](=O)[O-])cc2)CC1)c1ccccc1)c1ccccc1Cl (centres undefined)	i	-1.0	15	0	-2	-3	-3	0.3	-17	-6
CCCCN(CCCNc1ncnc2nc[nH]c12)c1ccccc1	i	3.0	4	3	5	8	-6	-0.2	9	-6
CCN(CC)S(=O)(=O)c1ccc(S(=O)(=O)Nc2cc3c(cc2C(C)=O)OCO3)cc1	i	-2.0	-2	4	1	8	-9	0.8	-3	-9
COc1cccc(CNCCN2CCOCC2)c1OC	i	-0.6	0	0	4	-16	6	-0.6	-2	-6
(continued)
SMILES	Neddylation inh	Tb MetRS inh	SKN-1 block	STEP block	DNMT1 inh	NRP1-CendR mod	NadD inh	LMPTP inh	SUMO1-SIM PPI	Scp1 inh
C=CCNc1nc2cc(-c3ccc(C(=O)N4CCOCC4)cc3)sc2c(=O)n1C	i	-0.1	-5	-1	0	-8	-5	4.6	-27	nt
COC(=O)[C@H](CC(C)C)NS(=O)(=O)N[C@@H](CC(C)C)C(=O)OC	i	0.3	6	1	2	4	0	-0.5	-2	-11
CCn1cc(/C=N/NC(=O)c2ccc3c(c2)OCO3)cn1	i	0.3	1	6	2	-5	3	-1.7	3	-9
CC1CCN(C(=O)COC(=O)c2ccc3ccccc3n2)CC1	i	-0.6	-7	0	1	4	-4	-2.0	-24	-5
CC1CC(C)CN(C(=O)CNS(=O)(=O)c2cccs2)C1 (centres undefined)	i	-1.1	-1	-3	0	16	-1	-1.5	-1	-1
COc1cc(NC(=S)NCCC(c2ccccc2)c2ccccc2)cc(OC)c1	i	0.0	4	2	-10	-7	-6	2.1	-4	-10
C/C(=N/OC(=O)c1ccc(F)cc1)c1ccc(C)cc1	i	-0.6	-2	-1	1	6	-9	-2.1	-3	-5
CCN(CC(=O)Nc1ccccc1OC)Cc1csc(CC(=O)Nc2ccc(C)cc2)n1	i	-0.3	5	-1	-3	2	-4	-0.6	-1	-15
Cc1cc(N/N=C/c2ccc(N(C)C)cc2)c2ccccc2n1	nt	-0.6	0	-1	-7	10	0	0.2	3	-4
Oc1ccc(C2=NN(c3ccccc3)C(c3ccc(F)cc3)C2)cc1 (centres undefined)	nt	0.9	21	-2	-14	-11	-1	5.3	-3	-11
CCN(CC)C(=S)NC(=O)c1ccc(OC)c(Br)c1	i	-0.2	3	5	20	-3	3	1.9	1	-4
COc1ccccc1Nc1c2c(nc3ccc(N)cc13)CCCC2	i	-0.2	7	2	-13	1	4	15	-5	-13
CN(C)CCCNC(=S)N(CCN(C)C)Cc1cc2cc3c(cc2[nH]c1=O)OCCO3	i	2.8	8	1	-6	-10	1	1.3	-11	-3
COc1ccc(-n2nnnc2SCC(=O)Nc2cccc(C)n2)cc1OC	i	-1.0	-9	-6	4	1	-3	-1.1	0	7
N/C(=N\OC(=O)c1cccc(Br)c1)c1ccc(Br)cc1	i	-0.6	2	10	7	3	-1	-1.1	-1	2
Cc1c(S(=O)(=O)N2CCOCC2)c(=O)n(C)c(=O)n1C	i	-0.6	-6	0	6	-4	-1	-1.0	0	-9
COc1cc(O)c2c(c1)OC(C)(C)CC2=O	i	-0.3	4	0	3	5	0	0.0	-1	-5
COc1ccc(-c2ccc(C(=O)Nc3cccc(N(C)C)c3)c3occc23)c(C)c1	i	-0.3	9	2	-6	-9	8	5.4	6	nt
CCCn1nc2cc(C(=O)N(CC)c3ccc(OC)cc3)ccc2c1OCC	nt	0.1	-2	3	0	5	2	-0.4	-7	-2
CCCn1c(SC(C)C(=O)NC2CCCC(C)C2C)n[nH]c1=O (centres undefined)	i	-0.5	8	2	0	22	-1	3.2	-24	nt
O=C(c1cccc(Cl)c1)N1CCC(=O)N([C@H](COCc2cccc(Cl)c2)Cc2ccccc2)CC1	i	0.1	3	nt	nt	-10	0	2.2	4	nt
Cc1nnc(SC(C)C(=O)NC2CCCCC2)[nH]c1=O (centres undefined)	i	0.3	2	-2	2	7	8	-0.8	1	-3
O=C1CC(C(=O)N2CCOCC2)C2(CCCC2)O1 (centres undefined)	i	-0.4	-1	-4	3	-4	5	-0.3	-1	-2
COCCCNC(=O)C[C@H]1C[C@H](C(=O)N2CCCCC2)[C@@]2(CCc3ccccc3)c3[nH]c4cc(-c5ccco5)ccc4c3CCN2C1=O	nt	-2.5	32	-2	-27	-68	-7	-2.7	0	4
O=C(c1cccs1)N1CCN(c2nc3c(F)cc(F)cc3s2)CC1	i	-0.3	19	1	0	-1	-5	0.2	10	-2

Two of the compounds above, bar-delimited.
compound | Neddylation inh | Tb MetRS inh | SKN-1 block | STEP block | DNMT1 inh | NRP1-CendR mod | NadD inh | LMPTP inh | SUMO1-SIM PPI | Scp1 inh
COc1ccccc1Nc1c2c(nc3ccc(N)cc13)CCCC2 | i | -0.2 | 7 | 2 | -13 | 1 | 4 | 15 | -5 | -13
CN(C)CCCNC(=S)N(CCN(C)C)Cc1cc2cc3c(cc2[nH]c1=O)OCCO3 | i | 2.8 | 8 | 1 | -6 | -10 | 1 | 1.3 | -11 | -3

(further entries)
SMILES	Neddylation inh	Tb MetRS inh	SKN-1 block	STEP block	DNMT1 inh	NRP1-CendR mod	NadD inh	LMPTP inh	SUMO1-SIM PPI	Scp1 inh
CCN(CC)c1ccc(C=C2C(=O)OC3(CCCCC3)OC2=O)cc1	i	-0.2	33	0	10	-136	5	1.7	-12	-5
O=C(CNC(=O)c1cccc(-n2cnnn2)c1)Nc1ccc(F)c(F)c1	i	2.1	13	1	2	-24	6	0.0	0	3
CC1CCN(S(=O)(=O)c2cc(C(=O)NC3(C)CCS(=O)(=O)C3)ccc2Br)CC1 (centres undefined)	i	0.5	16	2	0	-4	0	-1.0	3	13
O=c1[nH]c2ccc(NC(=S)NC3CCCCC3)cc2[nH]1	i	0.4	10	1	-2	-7	-4	5.9	2	-3
Cc1nc2ccccc2c2oc(C(=O)N3CCN(C(=O)c4ccco4)CC3)cc12	i	2.0	-1	2	2	-14	1	0.5	0	7
O=C(O)c1cc(-c2ccccc2)n[nH]1	i	-0.2	9	-1	5	-3	1	0.6	2	-4
C#CCOCCOCCOCCNc1nc(N2CCN(C(=O)CCCCCCCCCCNC(=O)[C@@H](CCSC)n3cc(CCO)nn3)CC2)nc(N2CCN(C(=O)CCCCCCCCCCNC(=O)[C@H](CCC(=O)O)n3cc(CCCCCN)nn3)CC2)n1	i	-0.1	2	4	-91	14	41*	-4.4	-183	24
COc1nccc(NCc2ccccc2)c1C#N	i	-0.4	10	-1	2	-5	-1	-0.6	-7	9
O=C(C1CCN(CCCc2ccccc2)CC1)N1CCCCC1	i	-0.8	2	-2	-3	4	-1	-0.7	0	7

Source: PubChem (several laboratories)
